Screens from PubChem BioAssay.
STAT3 act = IL-6 driven STAT3 reporter potentiators, primary screen, U3A cells, luciferase, luminescence, MLSCN library | AID 871, 2007 | 190,000 tested, 0.91% active | IL-6 STAT3-luciferase reporter; 100% = signal with IL-6 EC80 alone | activation (% of control), % at 5.6 µM;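 active = activation above the screen-wide mean of compound activation plus 3 SD, cut at about 130% in these data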;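 also: 0% = background luminescence of wells with medium and substrate only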
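Material: human STAT1-deficient U3A cells with stable STAT3-luciferase reporter / Probe or stimulus: IL-6 stimulus at 33 ng/mL final / Schedule: 1 h compound pre-exposure, 6 h IL-6 stimulation, 37 °C / Technique: luminescence / Read-out basis: percent of IL-6-only median luminescence / Control set: IL-6-only high control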
FLuc inhib CS = firefly luciferase enzyme inhibitors, primary screen, artefact control for luciferase-based inhibitor screens, biochemical, luminescence, ATPLite. Luciferin 4-monooxygenase (Photinus pyralis), P08659. 10 min. inhibition, % at 10 µM. 200,000 tested, 1.5% active. AID 1006, 2008;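 active = inhibition above about 50% when tested at 10 µM, limit read from the data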
Target sequence (P08659 whole entry, looked up): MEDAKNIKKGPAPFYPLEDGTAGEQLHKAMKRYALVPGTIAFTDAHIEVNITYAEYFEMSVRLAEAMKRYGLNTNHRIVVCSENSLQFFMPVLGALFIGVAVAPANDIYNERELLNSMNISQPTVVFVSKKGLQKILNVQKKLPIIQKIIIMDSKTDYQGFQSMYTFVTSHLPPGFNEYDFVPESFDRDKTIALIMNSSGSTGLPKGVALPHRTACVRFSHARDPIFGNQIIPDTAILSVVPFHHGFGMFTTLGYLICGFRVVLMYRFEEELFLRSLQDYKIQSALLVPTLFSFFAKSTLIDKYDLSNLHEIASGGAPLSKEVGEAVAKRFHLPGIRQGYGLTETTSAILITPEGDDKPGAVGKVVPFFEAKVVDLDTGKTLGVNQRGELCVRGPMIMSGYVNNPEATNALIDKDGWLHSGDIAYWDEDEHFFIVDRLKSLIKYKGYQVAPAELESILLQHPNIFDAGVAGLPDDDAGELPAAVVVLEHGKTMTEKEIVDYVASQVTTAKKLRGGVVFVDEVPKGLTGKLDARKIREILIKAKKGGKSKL
APP 5'UTR act = activators of APP 5'UTR luciferase reporter, primary screen, SH-SY5Y cells; SH-SY5Y APP 5'UTR luciferase reporter, luminescence; zero percent = DMSO vehicle wells; activation, % at 2 µM; 190,000 tested, 1% active; AID 1276, 2008;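 active = activation above a set limit, based on mean plus 3 SD of controls, cut at about 140% in these data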; also: values of inactives mirror those of a sister screen read the other way
STAT1 act = STAT1 signaling activators, primary screen, cell-based, HTS, luciferase reporter; NIH 3T3 STAT1-luciferase reporter, IFN-gamma, luminescence; 100% = IFN-gamma alone, no compound; activation (% of control), % at 5.5 µM; 200,000 tested, 2.6% active; AID 932, 2007;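 active = activation above the screen-wide mean activation plus 3 SD, cut at about 130% in these data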;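 also: raw ratio to IFN-gamma control signal so 100% means no change and 0% no light; values of inactives mirror those of a sister screen read the other way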
RAM inhibit = inhibitors of the yeast RAM network, primary screen, dse1pr::URA3 reporter, 5-FOA selection | inhibition, % at 50 µM | S. cerevisiae dse1pr::URA3 reporter, 5-FOA growth OD615, 2 d; analog-sensitive cbk1-as2 kinase mutant strain | AID 868, 2007 | 190,000 tested, 1.8% active;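 active = inhibition above a set limit, 3 SD over mean compound inhibition, cut at about 8.4% in these data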;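 also: 0% = DMSO-only wells with no growth and 100% = 10 µM 1-NA-PP1 full growth; inhibition rescues growth on 5-FOA so higher OD means more RAM inhibition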
STAT1 inh = STAT1 signaling inhibitors, primary screen, cell-based, HTS, luciferase reporter | inhibition, % at 5.5 µM | NIH 3T3 STAT1-luciferase reporter, IFN-gamma, luminescence | AID 920, 2007 | 200,000 tested, 0.35% active;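 active = inhibition above a set limit, the mean inhibition across all tested compounds plus 3 SD, cut at about 34% in these data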;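 also: 0% = IFN-gamma with DMSO and 100% = IFN-gamma with 300 µM nifuroxazide; values of inactives mirror those of a sister screen read the other way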
Hsp70 act = Hsp70 transcriptional activators, primary screen, cell-based, HeLa, Hsp70 promoter luciferase, luminescence, 10 µM; AID 1203, 2008; activation, % at 10 µM; HeLa Hsp70 promoter luciferase reporter; scaled: vehicle 0, proteasome-inhibitor control 100%; 200,000 tested, 0.04% active;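 active = activation above the mean across all tested compounds plus 3 SD, cutoff set per campaign, cut at about 5.5% in these data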;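 also: 100% = MG132 at 30 µM as the positive control and 0% = DMSO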
APP 5UTR inh = inhibitors of APP translation via 5'UTR reporter, primary screen, APP 5'UTR luciferase, SH-SY5Y cells | SH-SY5Y APP 5'UTR-luciferase reporter, luminescence | inhibition, % at 2 µM | 190,000 tested, 0.82% active | AID 1285, 2008;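 active = inhibition above a set limit, derived from the sample mean plus 3 SD, cut at about 45% in these data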; also: values of inactives mirror those of a sister screen read the other way
STAT3 inh = IL-6 driven STAT3 reporter inhibitors, primary screen, U3A cells, luciferase, luminescence, MLSCN library; inhibition, % at 5.5 µM; IL-6 STAT3-luciferase reporter; host cell line lacks STAT1; AID 862, 2007; 190,000 tested, 0.89% active;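 active = inhibition above the mean inhibition across all screened compounds plus 3 SD, cut at about 44% in these data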;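 also: 0% = DMSO only wells and 100% = 100 µM nifuroxazide control wells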
NF-kB neuron act = activators of NF-kB expression in neurons, primary screen, cell-based, HTS; human neuronal cells, NF-kB reporter expression; stronger effect = higher value; fold change at 12.5 µM; 190,000 tested, 1.6% active; AID 1239, 2008; in the data active = fold change above about 3.3
Starred values were filed as active, the others as inactive; / = no result given.

Molecule,STAT3 act,FLuc inhib CS,APP 5'UTR act,STAT1 act,RAM inhibit,STAT1 inh,Hsp70 act,APP 5UTR inh,STAT3 inh,NF-kB neuron act
Cn1c(SCC(=O)NCC2CCCO2)nc2c([nH]c3ccccc32)c1=O (stereo not drawn),118,-11,5,97,1.6,3,-0.2,-5,-18,1.1
CN(C(=S)Nc1ccc(SC(F)F)cc1)c1ccc(O)cc1,105,-12,-3,96,0.5,4,-0.3,4,-6,1
COc1ccc2cc(C(=O)C3CCCN(Cc4cnc(N5CCOCC5)s4)C3)ccc2c1 (stereo not drawn),101,-6,-1,99,-0.1,-1,0.1,1,1,0.96
CCc1ccccc1NC(=O)CCCSc1nc2ccccc2s1,108,-4,10,108,6.7,-9,-0.2,-10,-14,1
Cc1nnc(NC(=O)c2c(F)cccc2F)s1,103,-9,3,102,0.9,-2,0.1,-3,6,1.3
CC1(C)CC(CCN(Cc2ccccc2)C(=O)c2ccco2)(c2ccccc2)CCO1 (stereo not drawn),112,-3,0,98,7.4,2,-0.3,0,-12,0.82
O=c1oc2ccccc2c(NCc2ccccc2F)c1[N+](=O)[O-],100,-6,-11,90,0.8,11,-0.2,11,4,1
CNCc1ccccc1OCc1ccccc1F,100,-12,-3,95,-1.1,2,0.0,3,4,1.1
Cc1cc(OC(=O)c2ccccc2Cl)cc(=O)n1C,91,-5,11,69,3.5,35*,-0.2,-11,16,1.1
CCOc1ccc(N2C(=O)CN(C)C2=S)cc1,106,-7,5,105,0.6,-6,-0.4,-5,-5,0.98
Cc1ccc(S(=O)(=O)Nc2nc(C)c(C(=O)N/N=C/c3ccccc3)s2)cc1,102,2,-8,96,7.8,4,0.0,8,10,0.92
O=C(OCc1cc2ccccc2[nH]c1=O)c1cccnc1,85,-5,-16,97,1.4,3,0.3,16,18,1.1
CN(C)/C=C/C(=O)c1ccccc1F,109,-8,27,108,0.0,-8,-0.3,-27,0,1.1
CCOc1ccc(C(=O)N[C@H](C(=O)Nc2ccc(OC)c(S(=O)(=O)N3CCOCC3)c2)C(C)C)cc1,104,-3,-6,104,0.6,-4,-0.1,6,-3,1.4
CCCCOc1ccc(CN2CCC(O)CC2)cc1,100,1,6,123,0.1,-25,-0.2,-6,4,1.4
CCCN1CCN(CCCNC(=O)CN2C(=O)COc3ccccc32)CC1,107,-3,11,97,1.4,2,-0.1,-11,-1,1.1
O=c1c(Cc2ccc(F)cc2)c(O)ccn1CCCN1CCOCC1,102,-8,12,100,-0.6,-2,0.1,-12,8,1
CC(C)CN(C(=O)c1nn(C)c(=O)c2ccccc12)c1nc2ccccc2s1,98,-3,-3,100,1.6,2,-0.3,3,2,0.92
Cc1cc(C)cc(OCc2nc3ncc(Br)cc3[nH]2)c1,105,/,0,98,/,3,-0.3,0,-3,/
O=C(CCCc1nc(-c2ccccc2Cl)no1)NCc1cccnc1,106,-5,-14,102,0.7,-1,-0.1,14,-2,0.92
Cc1ccc(/C=N/n2c(COc3ccccc3)n[nH]c2=S)o1,106,3,16,107,3.7,-9,0.1,-16,0,1
Cc1ccc(NS(=O)(=O)c2cc(C(=O)NCCSc3ccc(C)cc3)ccc2C)cc1,93,0,2,100,5.8,0,-0.3,-2,14,0.77
Cc1cc(-n2ccc(=O)[nH]c2=O)nc(-c2ccccc2)n1,98,-6,13,102,0.7,-2,-0.3,-13,8,1
S=C(NN=C1CCN(Cc2ccccc2)CC1)NC1CCCCC1,107,0,-18,102,-0.3,-2,0.7,18,0,1.1
CC(C)=CC(=O)OCC(=O)Nc1ccc(SC(F)F)cc1,100,-1,-8,103,-0.1,-4,-0.3,8,1,1.1
O=[N+]([O-])c1cccc(CSc2nnc(Cc3ccccc3)n2-c2ccc(F)cc2)c1,103,-5,-12,99,6.0,1,-0.2,12,-4,0.94
COc1ccc(CN(CC(=O)NCc2ccco2)C(=O)CCC(=O)Nc2nccs2)cc1,99,-11,6,107,0.2,-7,-0.2,-6,5,1.3
CCCCCCSc1nsc(N)n1,110,-5,13,106,0.1,-6,-0.1,-13,-11,1.9
CCOc1cc(/C=N\NC(=O)c2ccc(NC(=O)CC)cc2)ccc1OC(=O)c1ccccc1,114,-8,-1,106,5.5,-6,-0.2,1,-6,1.1
COc1ccc(CC(C(=O)Nc2cccc(F)c2)c2nn[nH]n2)c(OC)c1 (stereo not drawn),95,-9,25,110,4.4,-10,-0.1,-25,8,0.67

A second format for 4 compounds above.
CCCCOc1ccc(CN2CCC(O)CC2)cc1
  STAT3 act: 100
  FLuc inhib CS: 1
  APP 5'UTR act: 6
  STAT1 act: 123
  RAM inhibit: 0.1
  STAT1 inh: -25
  Hsp70 act: -0.2
  APP 5UTR inh: -6
  STAT3 inh: 4
  NF-kB neuron act: 1.4
CCCN1CCN(CCCNC(=O)CN2C(=O)COc3ccccc32)CC1
  STAT3 act: 107
  FLuc inhib CS: -3
  APP 5'UTR act: 11
  STAT1 act: 97
  RAM inhibit: 1.4
  STAT1 inh: 2
  Hsp70 act: -0.1
  APP 5UTR inh: -11
  STAT3 inh: -1
  NF-kB neuron act: 1.1
O=c1c(Cc2ccc(F)cc2)c(O)ccn1CCCN1CCOCC1
  STAT3 act: 102
  FLuc inhib CS: -8
  APP 5'UTR act: 12
  STAT1 act: 100
  RAM inhibit: -0.6
  STAT1 inh: -2
  Hsp70 act: 0.1
  APP 5UTR inh: -12
  STAT3 inh: 8
  NF-kB neuron act: 1
CC(C)CN(C(=O)c1nn(C)c(=O)c2ccccc12)c1nc2ccccc2s1
  STAT3 act: 98
  FLuc inhib CS: -3
  APP 5'UTR act: -3
  STAT1 act: 100
  RAM inhibit: 1.6
  STAT1 inh: 2
  Hsp70 act: -0.3
  APP 5UTR inh: 3
  STAT3 inh: 2
  NF-kB neuron act: 0.92

2 of these compounds in a different format.
mol: Cn1c(SCC(=O)NCC2CCCO2)nc2c([nH]c3ccccc32)c1=O (stereo not drawn)
  STAT3 act: 118; FLuc inhib CS: -11; APP 5'UTR act: 5; STAT1 act: 97; RAM inhibit: 1.6; STAT1 inh: 3; Hsp70 act: -0.2; APP 5UTR inh: -5; STAT3 inh: -18; NF-kB neuron act: 1.1
mol: CNCc1ccccc1OCc1ccccc1F
  STAT3 act: 100; FLuc inhib CS: -12; APP 5'UTR act: -3; STAT1 act: 95; RAM inhibit: -1.1; STAT1 inh: 2; Hsp70 act: 0.0; APP 5UTR inh: 3; STAT3 inh: 4; NF-kB neuron act: 1.1

Additional results follow.
Molecule,STAT3 act,FLuc inhib CS,APP 5'UTR act,STAT1 act,RAM inhibit,STAT1 inh,Hsp70 act,APP 5UTR inh,STAT3 inh,NF-kB neuron act
CCSc1ccccc1C(=O)Nc1nncs1,102,1,-1,103,0.1,0,0.0,1,0,0.97
Cc1cc(NC(=O)c2ccc(C)s2)n(-c2ccccc2)n1,100,2,-5,106,-0.1,-7,-0.4,5,-2,0.96
O=C(NCCCN1CCCC1=O)c1cc(-c2cccnc2)nc2ccc(Cl)cc12,100,-4,2,95,1.4,4,-0.1,-2,1,1
COc1cc(NC(=O)c2cc(-c3cccnc3)nc3ccc(C)cc23)c(OC)cc1Cl,104,-5,-8,100,4.8,-1,-0.3,8,2,0.97
O=C(NCCN1CCCCC1)c1ccc2c(c1)OCCO2,104,-6,17,109,1.2,-10,3.3,-17,3,1.9
COc1ccc(-n2c(O)c(/C=N/NS(=O)(=O)c3ccc(C)c([N+](=O)[O-])c3)c3ccccc3c2=O)cc1OC,96,-3,-2,92,6.5,7,0.5,2,11,1.2
COc1ccc2c(C)cc(SCC(=O)Nc3c(C)n(C)n(-c4ccccc4)c3=O)nc2c1,124,-3,16,91,2.3,10,-0.2,-16,-26,0.85
CCO[C@H]1OC(C(=O)N2CCN(Cc3ccc4c(c3)OCO4)CC2)=C[C@@H](C)[C@@H]1CCCO,/,-3,-4,88,0.1,15,-0.4,4,/,1.1
COc1cccc(/C=C2\SC(=N)N(c3ccc(F)cc3)C2=O)c1,99,-7,12,105,3.2,-7,0.6,-12,3,1
COCCN(C(=S)Nc1ccccc1OC)C(C)c1cccs1 (stereo not drawn),103,-4,4,93,-0.1,8,-0.5,-4,-3,1.4
COc1cc(OC)c(NC(=O)CC(C)=O)cc1Cl,104,6,16,108,1.5,-9,-0.1,-16,0,1.1
Cc1cc(/C=N/NC(N)=S)c(C)n1-c1ccc(Br)cc1,107,0,22,111,1.0,-14,0.0,-22,-2,1.4
O=C1C2CCCN2C(c2ccco2)N1c1ccc(F)cc1 (stereo not drawn),103,-6,3,100,2.0,-2,-0.3,-3,2,1.1
O=C(NCc1ccc2c(c1)OCO2)c1ccc(CN2CCOCC2)cc1,95,-2,-3,104,2.2,-5,-0.4,3,10,0.92
C/C(=N\O)C(=O)NCCCn1ccnc1,108,-5,2,105,1.0,-6,-0.5,-2,-6,0.89
O=C(CCCN1C(=O)c2cccc3cccc(c23)C1=O)NCCN1CCOCC1,88,-4,20,102,0.1,-2,-0.1,-20,15,1.2
COc1ccc(OC)c(-n2c(=S)[nH]c3cc(C(=O)N4CCCCC4)ccc3c2=O)c1,96,-7,8,95,8.5*,4,-0.1,-8,9,1.1
O=C(CN(C(=O)Cn1nnc(-c2cccs2)n1)c1ccc2c(c1)OCCO2)NC1CCCCC1,103,-6,2,104,2.5,-5,-0.3,-2,-4,0.93
O=S(=O)(c1ccc(S(=O)(=O)N2CCOCC2)cc1)N1CCCC1,107,-5,3,102,2.7,-4,-0.4,-3,-5,1.5
COC(=O)c1sccc1NC(=S)Nc1ccc(OC)cc1,86,-2,13,100,2.5,-2,-0.1,-13,18,1.1
CCN(CC(=O)NC(C)(C)C)C(=O)c1ccc(Br)cc1,98,-9,11,92,-1.1,6,-0.2,-11,5,1.6
COc1cc([N+](=O)[O-])ccc1N=Nc1c(N)[nH]n(-c2ccccc2)c1=O,97,4,1,97,7.9,2,-0.3,-1,5,1.1
S=C(NCc1ccco1)Nc1cc(Cl)c(Cl)cc1Cl,72,-4,5,83,0.8,19,-0.4,-5,34,1.3
C=CCSc1nnc(COc2ccc(=O)n(-c3ccccc3)n2)n1CC,106,-7,15,97,2.4,2,-0.1,-15,0,1.1
CN1CCN(C(=O)c2ccccc2-c2ccccc2C(=O)O)CC1,102,-2,-3,104,0.8,-5,-0.2,3,3,1.2
O=C(c1ccccc1Sc1ccccc1[N+](=O)[O-])N1CCCCC1,100,2,2,95,-0.7,4,0.1,-2,5,/
